Source: PubChem BioAssay (National Center for Advancing Translational Sciences (NCATS))
LMNA splice mod – changes lamin A minigene splicing in HeLa cells; actives 0.01% (n = 200,000); HeLa LMNA splicing GFP/RFP minigene ratio, 48 h; AID 1487; Potency, µM (titrated, usually from 46.1 µM), for the others: at the highest dose ratio change, negative = inhibition, actives largely listed as inhibitors; active = well fitted inhibition curve with a large enough effect in the signal ratio, with a control signal flat, not every such curve was filed as active; inconclusive = small, poorly fitted or top-dose-only effect, or effect the other way, or a change in a side signal; the % refers to the signal ratio; note: potency is the fitted concentration of half-maximal effect; % is set by controls: 0 for no effect and ±100 for the full control effect
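S3 HeLa cells stably expressing lamin A-EGFP splicing minigene plus DsRed2, 600 cells/well, 48 h compound exposure at 37C. Laser-scanning cytometry; analysed as GFP (500-530 nm)/RFP (575-640 nm) total intensity ratio; 0.5% DMSO vehicle.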
NPSR antagonist – antagonists of human neuropeptide S receptor cAMP signaling; CHO-NPSR cells, cAMP TR-FRET, antagonist mode; Potency, µM (top dose mostly 38.3 µM), for the others: top-dose activity change, negative = inhibition, usual class: inhibitors; actives 1% (n = 220,000); note: potency is the fitted concentration of half-maximal effect; % is set by controls: 0 for no effect and ±100 for the full control effect; nearly all actives have a fitted effect of over 50% in size; many of its hits are not listed in these tables
Target sequence (Q6W5P4 whole entry, looked up): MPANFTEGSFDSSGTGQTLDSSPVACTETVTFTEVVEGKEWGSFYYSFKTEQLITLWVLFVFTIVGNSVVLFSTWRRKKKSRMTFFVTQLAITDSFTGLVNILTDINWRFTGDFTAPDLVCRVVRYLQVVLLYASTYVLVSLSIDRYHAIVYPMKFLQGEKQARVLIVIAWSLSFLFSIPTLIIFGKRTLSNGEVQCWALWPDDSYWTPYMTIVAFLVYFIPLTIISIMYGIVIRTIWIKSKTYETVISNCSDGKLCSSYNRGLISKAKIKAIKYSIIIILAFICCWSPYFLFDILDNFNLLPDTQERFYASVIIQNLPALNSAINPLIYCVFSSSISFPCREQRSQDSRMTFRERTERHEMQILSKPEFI
Epigenetic derep – regulators of epigenetic silencing causing reporter derepression in mouse cells; actives 0.2% (n = 280,000); Potency, µM (highest dose often 53.9 µM), for the others: at the top dose GFP activation, hits mostly activators; AID 1865; murine LDR cells, GFP reporter derepression, 30 h; note: potency is the fitted concentration of half-maximal effect; % of control where 0% means no effect; nearly all actives have a fitted effect of over 60% in size
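Murine LDR cells bearing a silenced CMV-driven GFP reporter were exposed to compound for 30 h at 37 C. After PBS washes, GFP-positive cells (20-120 um objects) counted by laser-scanning microplate cytometry.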
Luc counter – blocks Kinase-Glo luciferase, a counter-screen artifact; Q27757; Kinase-Glo luciferase, ATP luminescence, 8 min; Potency, µM (series often up to 38.3 µM), without a hit: top-dose activity change, negative = inhibition, actives largely listed as inhibitors; actives 0.28% (n = 200,000); AID 1379; note: potency is the fitted concentration of half-maximal effect; % is set by controls: 0 for no effect and ±100 for the full control effect; nearly all actives have a fitted effect of over 60% in size
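Inhibition of Kinase-Glo luciferase light generation was assessed at 10 uM ATP in pH 7.2 imidazole buffer, with luminescence measured after eight minutes at ambient temperature.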
CBFb-RUNX1 inh – blocks binding between human CBF-beta and RUNX1; Q01196+Q13951; AlphaScreen CBFb-His/RUNX1-biotin binding, biochemical; Potency, µM (highest dose often 59.8 µM), for inactives: top-dose activity, negative = inhibition, usual class: inhibitors; 230,000 tested, under 10 active; note: % of control where 0% means no effect
Target sequence (Q01196 whole entry, looked up): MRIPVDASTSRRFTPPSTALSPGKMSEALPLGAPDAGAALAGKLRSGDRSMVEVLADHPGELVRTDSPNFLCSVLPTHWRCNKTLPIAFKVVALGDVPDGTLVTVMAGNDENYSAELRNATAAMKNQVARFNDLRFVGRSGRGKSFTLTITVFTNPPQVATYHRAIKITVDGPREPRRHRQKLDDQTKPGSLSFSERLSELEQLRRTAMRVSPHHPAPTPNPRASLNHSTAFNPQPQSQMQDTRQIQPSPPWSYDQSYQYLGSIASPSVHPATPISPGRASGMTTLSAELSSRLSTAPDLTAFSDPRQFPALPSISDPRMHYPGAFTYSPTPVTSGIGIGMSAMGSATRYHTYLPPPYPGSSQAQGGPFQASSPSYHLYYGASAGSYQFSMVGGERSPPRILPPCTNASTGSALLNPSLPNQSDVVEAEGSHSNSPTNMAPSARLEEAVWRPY
Target sequence (Q13951 whole entry, looked up): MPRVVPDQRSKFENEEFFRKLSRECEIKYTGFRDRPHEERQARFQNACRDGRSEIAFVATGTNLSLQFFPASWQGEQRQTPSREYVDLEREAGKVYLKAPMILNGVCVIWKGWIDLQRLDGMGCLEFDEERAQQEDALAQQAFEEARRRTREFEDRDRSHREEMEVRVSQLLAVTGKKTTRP
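CBF-beta (His) and RUNX1 (biotin), 30 nM each; 20 min preassociation; + compound, 15 min; + beads 50 ng each (Ni, streptavidin), 90 min; RT; AlphaScreen read.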
HttQ103 aggreg – mutant huntingtin aggregation inhibition. PC12 HttQ103-GFP aggregates, Acumen cytometry, 40 h. Potency, µM (top dose mostly 46.1 µM), for inactives: top-dose activity change, negative = inhibition, actives largely listed as inhibitors. actives 1.1% (n = 220,000). AID 1688; note: potency is the fitted concentration of half-maximal effect; % is set by controls: 0 for no effect and ±100 for the full control effect; nearly all actives have a fitted effect of over 60% in size
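PC12 cells with ecdysone-inducible HTT exon1 Q103-GFP, induced by 100 nM tebufenozide, given compounds in a concentration series. GFP aggregates (1–25 um, 6 SD above background) counted in lysates by laser-scanning cytometry, 488 nm excitation.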
IMPase Li cell – cell-permeable IMPase inhibitors with lithium potentiation; Potency, µM (highest dose often 59.4 µM), inactives show at the top dose activity, negative = IMPase inhibition, most hits filed as inhibitors; AID 1457; CHO-M1 cells, IP1 TR-FRET (IP-One), carbachol + lithium; actives 0.35% (n = 210,000);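 note: IP1 builds up when IMPase is blocked and the TR-FRET signal falls; potency is the fitted concentration of half-maximal effect; plate controls were basal vehicle for no effect and high inhibitor control for full effect; nearly all actives have a fitted effect of over 50% in size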
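CHO-M1, 2000 cells/well, 16–30 h culture; cpd + low Li+, 30 min 37C; lysis with d2-IP1/Eu-anti-IP1 Ab, 10 min RT; TR-FRET 665/620 ratio and 620 channel; AC50 via Hill.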
Starred values were filed as active, the others as inactive; ? = inconclusive; . = no result given; [ ] = another dose, or the depositor's remark. Unless noted, calls come from the whole dose curve; as a rule, active = well fitted curve in the direction sought with a large enough effect; inconclusive = small, poorly fitted or top-dose-only effect, or another doubt; inactive = no such curve, though single readings can be large; an effect the other way counts as inactive or inconclusive. The list is partial; count on the stated rates, not on these rows.

smiles | LMNA splice mod | NPSR antagonist | Epigenetic derep | Luc counter | CBFb-RUNX1 inh | HttQ103 aggreg | IMPase Li cell
O=c1c(C(c2ccc(F)cc2)c2c(O)nc3n(c2=O)CCS3)c(O)nc2n1CCS2 | . | 7% | 7.5% | . | -1% | -4%[9.22 µM] | .
CCC1CCCCN1C(=O)Nc1cc(Cl)ccc1OC (configuration not stated) | . | -15% | -0.4% | -2% | 13% | 24% | -5%
FC(F)(F)c1cc(-c2ccco2)nc(-n2nnc3ccccc32)n1 | -6% | -19%[46.1 µM] | 1.8% | -3% | 2% | -12% | 5%
CCCC(c1nnnn1C1CCCCC1)N1CCN(C2CCCC2)CC1 (configuration not stated) | -1% | -7%[46.1 µM] | 1.9% | -3% | 2% | -10% | 34%[38.3 µM]
O=C(C1=NNCC1c1ccc(Cl)cc1)C1CO1 (configuration not stated) | -20% | 4% | 2.2% | 2% | 9% | ? | 0%
COc1ccc(-c2noc(COc3ccc(Cl)c(C)c3)n2)cc1 | -7% | -24%[46.1 µM] | 2.3% | -2% | 7% | -8% | 24%[38.3 µM]
O=C(NCc1ccccc1)c1onc(CSc2ccccn2)c1C(=O)NCc1ccccc1 | . | -15% | 1.2% | . | 14% | 43%[9.22 µM] | .
O=C(NC1CCN(C(=O)Nc2ccccc2Cl)CC1)c1ccccc1 | . | 6% | -0.2% | 2% | 1% | 8% | -3%
COc1ccc(NC(=O)CSc2nc3c(c(-c4cccs4)c2C#N)CN(C)CC3)cc1OC | 3% | -28%[46.1 µM] | 0.0% | -1% | -6% | -6% | 7%[38.3 µM]
COC(=O)Cn1c(=NC(=O)c2ccc(OC)cc2)sc2cc(OC)ccc21 | ? | -11% | 2.9% | -6% | 11% | 2% | -14%
Cc1cc2c(c(=O)n1C1CC1)C(c1cccc(Cl)c1)C(C#N)=C(N)O2 (configuration not stated) | 16% | -4%[46.1 µM] | 0.9% | 0% | 4% | 15% | 3%[38.3 µM]
Cn1cc(S(=O)(=O)Nc2ccc3c(c2)OCCO3)cn1 | . | 14% | -0.2% | . | 2% | -4% | -7%
Cc1ccc2nc3c(cc(C(=O)NCC4CCCO4)n3C)c(=O)n2c1 (configuration not stated) | -5% | 11% | 0.0% | 2% | 3% | 12% | 6%
C=CCNc1nc(-c2ccc([N+](=O)[O-])cc2)cs1 | ? | -25% | 2.6% | -3% | -11% | -11% | -5%
C=CCSc1nc2c(c(=O)[nH]c(=O)n2C)n1C(C)C | 11% | -6%[46.1 µM] | -0.9% | -2% | 12% | 7% | 6%[38.3 µM]
CCOc1ccc(C2c3c(oc4ccccc4c3=O)C(=O)N2CCCN2CCOCC2)cc1OCC (configuration not stated) | -7% | -17%[46.1 µM] | -3.3% | -1% | -3% | 3% | 10%[38.3 µM]
COc1ccc(C(=O)c2cnc3ccccc3c2-c2ccccc2)cc1 | 5% | -28%[46.1 µM] | -0.9% | 0% | 2% | ? | 17%[38.3 µM]
CCCCn1c(SCC(=O)c2ccccc2)nc2ccsc2c1=O | ? | -44% | 1.1% | -5% | 1% | -18% | 13%
COc1ccc(/C=N/NC(=O)CCn2nc(C)cc2C)cc1O | . | 11% | 0.0% | . | 3% | 35%[9.22 µM] | .
CCOc1cccc(/C=C2/NC(=O)N(CC(=O)Nc3cccc(C)c3)C2=O)c1O | . | -5% | -3.0%[10.1 µM] | 1% | 2% | 9%[9.22 µM] | -8%
COCCNCC(=O)N1CCCCCC1 | ? | 11% | -1.1% | 1% | 0% | 9% | 16%
COc1cc(C)ccc1S(=O)(=O)N1CCCCCC1 | 27%[46 µM] | 21% | 0.0% | -1% | 7% | -3%[9.22 µM] | 10%
COCCn1c(SCc2ccc(C(=O)OC)o2)nc2ccccc2c1=O | -3% | -8%[46.1 µM] | -1.0% | -1% | 9% | 6% | 25%
O=C(CCC1CCCC1)N1CCN(C(=O)C2CC2)CC1 | -7% | -7%[46.1 µM] | -2.0% | 2% | -2% | 13% | -1%
CCOc1cc(C(=O)N(C)Cc2cc3ccccc3[nH]c2=O)cc(OCC)c1OCC | -8% | -4%[46.1 µM] | 0.9% | -1% | 10% | -22% | 7%
CCCCC(=O)Nc1cc(C)c2c(=O)oc3ccccc3c2n1 | 0% | -12%[46.1 µM] | -1.1% | -8% | 0% | -20% | 1%[38.3 µM]
Fc1ccccc1Nc1n[nH]c(=S)s1 | 2%[46 µM] | -5% | -1.5% | 0% | -1% | -3% | 7%
O=C(NC(=O)c1ccccc1)NC(=O)c1ccccc1 | -2% | 0%[46.1 µM] | 0.7% | -3% | 2% | 6% | 18%[38.3 µM]
O=C1OCCC1Sc1nc2ccccc2c(=O)n1Cc1ccc(F)cc1 (configuration not stated) | 1% | -6% | -1.9% | 1% | -5% | -24% | -2%
Cc1cc(S(=O)(=O)Nc2c(C)nc3nc[nH]n3c2=O)ccc1F | . | -9% | 1.1% | . | 6% | -12%[9.22 µM] | 4%
O=[N+]([O-])c1ccccc1/C=N/Nc1nc(N2CCCC2)nc(N2CCCC2)n1 | . | -21% | -1.1% | -3% | 4% | -4% | 0%
COc1cc(NS(=O)(=O)c2ccc(N/C=C\C(=O)c3ccc(OC)c(OC)c3)cc2)nc(OC)n1 | -25% | -7% | 0.3% | 8% | -1% | 5% | -16%
CN1CCc2c(sc3c2c(NCc2ccco2)nc2nnnn23)C1 | 17% | -14%[46.1 µM] | -0.7% | -7% | 1% | 17% | -16%[38.3 µM]
COc1ccnc(Oc2ccccc2)c1C(=O)N/C=N/OCc1ccccc1F | . | 4% | -0.2% | . | 19% | 15%[9.22 µM] | 4%
COc1ccc(C(=O)NCC(=O)N2CCCC(C)C2)cc1OC (configuration not stated) | . | 13% | -0.2% | -2% | 8% | 13% | -4%
Cc1cnc(C(=O)Nc2ccccc2-n2cccc2)cn1 | 6% | -12%[46.1 µM] | 1.8% | -4% | 9% | 4% | 6%[38.3 µM]
O=C(CCCC(=O)N/N=C/c1ccccc1C(=O)O)N/N=C/c1ccccc1C(=O)O | 11%[46 µM] | -21% | 1.0% | . | 18% | -6%[9.22 µM] | .
CN(C)S(=O)(=O)N1CCN(c2cc(Cl)ccc2Cl)CC1 | -3% | -6%[46.1 µM] | 0.0% | 3% | -3% | 4% | 54%[activator][38.3 µM]
Cc1cc(Br)ccc1NCc1ccccn1 | 5% | 3%[46.1 µM] | 0.0% | 5% | 0% | 7% | 8%[38.3 µM]
CC(C)OCCCNC(=O)c1ccc(Br)cc1 | 17% | 0%[46.1 µM] | -1.5% | -3% | -1% | 9% | -5%[38.3 µM]
CCOC(=O)C1=C(CC)Nc2ccccc2N=C1NC(=O)CCN1C(=O)C2CCCCC2C1=O (configuration not stated) | -5%[46 µM] | -12% | 5.7% | -5% | 8% | 9% | 20%
Nc1ccc(S(=O)(=O)c2ccc(N)c(N)c2)cc1 | -1%[46 µM] | 23% | 0.2% | 2% | -5% | -3% | 18%
CC1CCCCN1S(=O)(=O)c1ccc(C(=O)Nc2ccccc2-c2nc3ccccc3s2)cc1 (configuration not stated) | 2% | -18% | -3.1% | 13% | -1%[2.36 µM] | 8% | -23%
COc1cc2c(cc1OC)C1(CCCC1)CNC2C (configuration not stated) | 3% | 2% | 0.0% | 0% | 3% | -24% | 8%
O=[N+]([O-])c1cc(C(F)(F)F)ccc1SCC(O)CO (configuration not stated) | . | 14% | 0.0% | -1% | -1% | 10% | -18%
c1ccc2c(-c3csc(-c4ccncc4)n3)c[nH]c2c1 | . | -4% | 1.4% | 0% | 2% | 10%[9.22 µM] | 16%
COc1ccc(-c2nnc(SCc3ccc(C(=O)O)cc3)n2N)cc1 | . | -12% | 1.4% | . | 8% | 10%[9.22 µM] | .
O=C(Nc1ccccc1O)c1cc(S(=O)(=O)N2CCOCC2)ccc1Cl | -16% | -9%[46.1 µM] | -1.6% | 2% | 6% | -6% | 9%[38.3 µM]
O=C(O)CCCCCNc1ncnc2ccc(Br)cc12 | ? | 23% | 1.0% | 0% | 6% | -19%[9.22 µM] | ?
COC(=O)C(Cc1ccccc1)N1CCS(=O)(=O)CC1 (configuration not stated) | ? | 5% | 0.0%[10.1 µM] | 3% | -1% | 8%[9.22 µM] | 0%
Cc1ccc(NC(=O)c2ccccc2OCC(=O)c2ccc(F)cc2)cc1 | 4% | -15% | -1.0% | -1% | 1% | -1% | 4%
O=C(c1cccc(F)c1)N1CCN(C(=O)c2cc(-c3ccc(Cl)cc3Cl)on2)CC1 | ? | -24%[46.1 µM] | -1.1% | 2% | 6% | ? | 26%[38.3 µM]
O=C1c2cccc3cccc(c23)C(=O)N1c1nncs1 | -4% | 0%[46.1 µM] | -1.3% | -4% | -1% | 8% | -1%[38.3 µM]
CC(/C=N/NC(=O)c1cc(-c2ccc3ccccc3c2)n[nH]1)=C\c1ccco1 | ? | 0%[46.1 µM] | 0.0% | -2% | -19% | 17% | 3%
CC(C)Cc1nnc(NC(=O)CSc2nc(O)c(-c3ccccc3)c(=O)[nH]2)s1 | . | 24% | -0.1% | -2% | 6% | -16% | -5%
CN(C)C(=O)c1c(NC(=O)c2ccco2)sc2c1CCCCC2 | 1% | 6% | -1.0% | 0% | 3% | -7% | 5%

(further entries)
smiles | LMNA splice mod | NPSR antagonist | Epigenetic derep | Luc counter | CBFb-RUNX1 inh | HttQ103 aggreg | IMPase Li cell
O=C(CSc1nnc(CNc2cccc(Cl)c2)o1)OC1CCCCC1 | 3% | -14%[46.1 µM] | -2.0% | 1% | 10% | -10% | 1%[38.3 µM]
CNC(=O)CSc1nnc(-c2cc(C)cc(C)c2)o1 | -5% | -3%[46.1 µM] | 0.0% | -1% | -2% | -6% | 28%[38.3 µM]
CCOc1cc(C)c(Cl)cc1S(=O)(=O)n1cnc2ccccc21 | -9% | -15%[46.1 µM] | -3.1% | 3% | 7% | ? | 31%[38.3 µM]
Cc1cc(Oc2ccccc2F)nc(NCc2ccccc2)n1 | ? | -17%[46.1 µM] | -0.9% | 2% | 10% | ? | 6%[38.3 µM]
COc1cc(-c2nnc(SCC(=O)/C(C#N)=C(\C)N)o2)cc(OC)c1OC | 3%[0.0737 µM] | 0%[46.1 µM] | -1.1% | 0% | 1% | 12% | -2%[38.3 µM]
COc1ccccc1-c1c(C)nn2c(-c3ccccc3)cc(C)nc12 | . | -44% | 0.1% | . | 17% | 0%[9.22 µM] | .
O=C(C1CCCO1)N(Cc1ccccc1)c1ccccc1 (configuration not stated) | -10% | -6%[46.1 µM] | 0.1% | -1% | 20% | -12% | 13%
